Screening results deposited in PubChem BioAssay by several laboratories.
CDK5 inh – inhibitors of human CDK5/p35 kinase, primary screen, biochemical, single concentration | Cyclin-dependent kinase 5 (Homo sapiens) + Cyclin-dependent kinase 5 activator 1 (Homo … | Recombinant CDK5/p35, ADP-Glo luminescence, 60 min | inhibition, % at 10 µM | 330,000 compounds, 0.01% hits | AID 488839, 2010;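 active = highest replicate inhibition of at least 50% and at least 75% of replicates reaching 50%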;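 also: plate controls were DMSO neutral control for no effect and GW8510 at 10 µM for full effect; many of its hits are not listed in these tables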
phage Ecoli inh – growth loss of phage-infected E. coli, primary screen, RecBCD inhibitor project, absorbance, with phage, HTS; inhibition, % at 11.9 µM; 360,000 compounds, 0.26% hits; in the data active = inhibition above about 11%
DAGLB inh – DAGLB lipase inhibitors, primary screen, biochemical, fluorescence, HTS. Diacylglycerol lipase-beta (Homo sapiens), Q8NCG7. HEK293T DAGLB membrane lysate, EnzChek fluorogenic substrate. inhibition, % at 5.17 µM. 340,000 compounds, 0.059% hits; in the data active = inhibition above about 34%;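 also: 0% = enzyme with vehicle and 100% = wells lacking enzyme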
HTR5A inv ag – HTR5A inverse agonists in luminescence cell assay, primary screen, counter-screen for OPRM1-OPRD1 heterodimer inverse agonist project, full-deck HTS. HTR5A cell line, inverse agonism. 340,000 compounds, 0.083% hits. inhibition, % at 9.3 µM. 5-hydroxytryptamine receptor 5A (Homo sapiens), P47898; in the data active = inhibition mostly above about 23%, no sharp cut-off; inactive = mostly below about 18%;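 also: 0% = cells with DMSO and 100% = no-cell wells with DMSO; some compounds called inactive have numbers as strong as hits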
Target sequence (P47898 whole entry, looked up): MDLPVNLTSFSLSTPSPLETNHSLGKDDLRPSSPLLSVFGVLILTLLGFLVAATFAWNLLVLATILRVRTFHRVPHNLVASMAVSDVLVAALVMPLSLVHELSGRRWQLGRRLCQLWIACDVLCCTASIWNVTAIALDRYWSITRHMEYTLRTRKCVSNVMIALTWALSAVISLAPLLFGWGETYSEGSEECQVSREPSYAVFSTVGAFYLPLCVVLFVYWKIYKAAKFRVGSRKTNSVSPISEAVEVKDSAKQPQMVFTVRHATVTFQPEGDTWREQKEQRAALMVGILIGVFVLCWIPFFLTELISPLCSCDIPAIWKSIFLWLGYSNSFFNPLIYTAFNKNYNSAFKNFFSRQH
HTR5A ag – HTR5A agonists in luminescence cell assay, primary screen, counter-screen for OPRM1-OPRD1 heterodimer agonist project, full-deck HTS. 5-hydroxytryptamine receptor 5A (Homo sapiens), P47898. cell-based. activation, % at 9.3 µM. 340,000 compounds, 0.61% hits. AID 504692, 2011; in the data active = activation mostly above about 9.5%, no sharp cut-off; inactive = mostly below about 7.6%;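 also: 0% = cells with vehicle only and 100% = reference agonist; strong numbers were not always called active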
Tat export inh – E. coli Tat export inhibitors, primary screen, MC4100, TorA-mCherry reporter, fluorescence, single point; inhibition, % at 10 µM; 340,000 compounds, 0.036% hits;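 active = mean replicate inhibition at least 50% and at least half of replicates individually reaching 50%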;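 also: exported cargo escapes ClpAP degradation while cytoplasmic cargo is degraded and loses fluorescence; 0% = median of neutral control wells and 100% = median of NaSCN control wells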
E coli growth – E. coli V3065 growth inhibition, primary screen, counter-screen for AddAB inhibitor project, absorbance, OD600; 18 h; inhibition, % at 11.9 µM; 330,000 compounds, 0.27% hits; AID 449728, 2010;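 active = inhibition above the campaign's mean inhibition across all tested compounds plus 3 SD, cut at about 9.9% in these data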;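 also: uninfected addAB+ strain grown without phage in ampicillin broth; 0% = DMSO wells and 100% = ciprofloxacin 0.95 µg/ml wells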
PKA-R1A activ – activators of PKA-R1A holoenzyme, primary screen, biochemical, fluorescence polarization, Cy5-IP20, bovine R1A, mouse PKAc. cAMP-dependent protein kinase type I-alpha regulatory subunit (Bos taurus) + …. activation, % at 11.4 µM. 340,000 compounds, 0.083% hits. PKA-R1A dissociation; scaled: DMSO 0%, 113 µM cGMP 100%;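 active = percent activation above the mean of all tested compounds plus 3 SD, cut at about 19% in these data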;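 also: higher means more PKAc released from R1A so a rise in polarization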
AddAB inh – growth inhibition of E. coli expressing H. pylori AddAB, primary screen, AddAB inhibitor project, absorbance. inhibition, % at 11.9 µM. AID 435030, 2010. 330,000 compounds, 0.29% hits; in the data active = inhibition above about 12%;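 also: 0% = vehicle wells of infected cells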
SUMO Mot1 rescue – yeast Mot1-301 growth rescue at high temperature, primary screen, SUMOylation pathway inhibitor project, S. cerevisiae, ATP luminescence, 38.5C. growth rescue, % at 18.8 µM. S. cerevisiae Mot1-301 growth rescue; percent above DMSO median, 100 means doubled. 320,000 compounds, 1% hits;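 active = every valid replicate shows activation above 250% relative to neutral control wells; inactive = the rest, any valid replicate at or below 250%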;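 also: OY570 slx delta 5 strain wells were the positive control but not used for scaling; some compounds called inactive have numbers as strong as hits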
PKA-R2B act – activators of PKA-R2B holoenzyme, primary screen, biochemical, fluorescence polarization, Cy5-IP20, human; cAMP-dependent protein kinase catalytic subunit beta (Homo sapiens) + cAMP-dependent …; PKA-R2B holoenzyme dissociation; R2B truncated from residue 108, S112A mutant; 0% DMSO only, 100% 113 µM cGMP; activation, % at 11.4 µM; 340,000 compounds, 0.079% hits; AID 504700, 2011;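 active = activation above a cutoff set at the mean over all compounds plus 3 SD, cut at about 18% in these data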;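 also: higher means more holoenzyme dissociation and a rise in polarization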
Target sequence (P31323 whole entry, looked up, other chains not shown, the tested form may be a part): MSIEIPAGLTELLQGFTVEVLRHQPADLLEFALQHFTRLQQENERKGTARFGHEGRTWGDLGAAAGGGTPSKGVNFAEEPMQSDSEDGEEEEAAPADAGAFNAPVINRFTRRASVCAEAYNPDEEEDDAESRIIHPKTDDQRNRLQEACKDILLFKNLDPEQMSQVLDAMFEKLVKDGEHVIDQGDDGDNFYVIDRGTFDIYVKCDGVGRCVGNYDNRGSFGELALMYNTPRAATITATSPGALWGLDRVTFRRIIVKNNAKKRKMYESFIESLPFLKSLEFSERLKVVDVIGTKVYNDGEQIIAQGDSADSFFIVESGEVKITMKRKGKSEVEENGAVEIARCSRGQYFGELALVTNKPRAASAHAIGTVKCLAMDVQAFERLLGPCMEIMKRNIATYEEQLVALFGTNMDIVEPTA
Numbers without * were called inactive; . = no result given. Not a hit list. About 2.3% of those tested had a hit in this group.

compound	CDK5 inh	phage Ecoli inh	DAGLB inh	HTR5A inv ag	HTR5A ag	Tat export inh	E coli growth	PKA-R1A activ	AddAB inh	SUMO Mot1 rescue	PKA-R2B act
O=C(COC(=O)c1ccccc1Cl)NC(=O)NCc1ccccc1	1.7	3.4	-1	0	0	16	-2.8	-11	1.5	11	-26
CC(C)(C)N(Cc1ccccc1)C(=O)COC(=O)C1CC(=O)N(Cc2ccccc2)C1 (stereo unspecified)	1.4	-0.4	3	1	0	0	.	10	.	.	-10
O=C(NCc1ccc2c(c1)OCO2)C12CC3CC(CC(C3)C1)C2	-1.2	0.1	-2	14	3	-4	-0.8	-13	0.3	20	-13
Cc1ccc(C2=Nc3ccccc3N=C(c3ccc([N+](=O)[O-])cc3)C2)c(O)c1	-0.9	0.7	-1	8	-2	-6	-1.9	-3	0.9	91	6
C#CCOCCOCCOCCNc1nc(N2CCN(C(=O)CCCCCCCCCCNC(=O)[C@H]([C@@H](C)CC)n3cc(CCCCN=C(N)N)nn3)CC2)nc(N2CCN(C(=O)CCCCCCCCCCNC(=O)[C@@H]([C@H](C)O)n3cc(C)nn3)CC2)n1	-2.6	.	-1	6	1	-4	0.2	4	4.5	123	-10
Cc1c([N+](=O)[O-])cc(C(=O)Nc2ccc(NC(=O)c3ccco3)cc2)cc1[N+](=O)[O-]	2.8	1.9	1	-11	4	-8	1.9	3	3.0	-10	-2
C=CCNC(=O)NC(=O)COC(=O)c1cccnc1SC	0.6	1.0	0	-41	4	-9	0.8	6	1.0	97	4
Cc1c(C(=O)N2CCCC2)sc(NC(=O)c2ccco2)c1C#N	4.9	2.5	1	-7	-1	2	0.8	-4	3.0	.	2
Cc1ccc(CC(CC(=O)Nc2cccc(C(F)(F)F)c2)C(=O)O)cc1 (stereo unspecified)	-0.1	2.8	5	-10	2	2	-1.2	-3	-1.0	-9	3
O=S(=O)(C=C(c1ccccc1)c1ccccc1)c1ccccc1	1.4	2.0	-7	3	2	23	2.1	2	3.2	-9	-2
CCOC(=O)C(C)Sc1cc(CS(=O)(=O)c2ccccc2)nc(-c2ccccc2)n1 (stereo unspecified)	-0.6	3.0	-5	13	-5	8	1.8	17	0.0	363	2
COc1ccccc1N(CC(=O)NC1CCCCC1)C(=O)CCC(=O)Nc1nccs1	1.4	-0.8	0	-2	5	-4	-2.5	-6	-1.7	-11	0
O=C(NCc1ccco1)c1c(F)c(F)c(F)c(C(=O)NCc2ccco2)c1F	3.5	1.9	4	22	2	-5	1.3	-2	1.7	12	2
CC1CN(C(=O)N2c3ccccc3Sc3ccccc32)CC(C)O1 (stereo unspecified)	0.9	3.1	-4	21	0	-3	-4.1	3	-1.9	-3	-11
Cc1cc(C(=O)CC#N)c(C)n1CC(F)(F)F	-0.3	2.9	0	-15	10	10	0.6	-2	2.3	0	-4
O=C(Nc1ccc(Cl)cc1)N1CCC(c2nc(-c3cccs3)no2)CC1	-0.9	1.6	-7	5	0	-3	-0.7	2	0.7	54	-8
CN(C(=O)Cn1cc(C(F)(F)F)ccc1=O)c1c(N)n(Cc2ccccc2)c(=O)[nH]c1=O	0.0	1.7	-1	-15	5	-1	-1.3	-3	-2.5	2	-14
CC(SCc1ccccc1)C(=O)Nc1ccccc1F (stereo unspecified)	0.0	-0.1	-5	3	-1	-1	2.1	-6	0.1	-14	-9
O=C(CCN1C(=O)CSc2ccccc21)Nc1cccc(C(F)(F)F)c1	-0.5	0.5	-5	16	-6	7	1.9	7	0.8	-1	18
COc1ccc(CNc2cc(C)nc3ccc(OC)cc23)cc1	-0.6	3.5	2	0	0	6	1.3	7	2.4	5	-3
COc1ccc(S(=O)(=O)NCC(c2ccc3c(c2)OCO3)N2CCOCC2)cc1 (stereo unspecified)	-0.6	2.1	1	12	-5	1	2.9	-1	0.7	-1	1
CCN(CC)c1ccc(/C=C(\C#N)C(=O)c2ccc(Br)cc2)cc1	1.1	1.6	-166	-21	-4	-8	1.0	-4	1.6	-22	-6
Cc1ccc(Cl)cc1N1CCN(C(=O)Cc2csc(Nc3nc(=S)[nH]c4ccccc34)n2)CC1	-0.9	0.8	1	4	-1	4	0.5	-5	3.8	-4	-7
Cc1ccc(C)c(OCC(=O)NNC(=O)CSC(=S)N2CCCC2)c1	-0.2	3.8	2	-4	0	5	0.2	8	0.8	332*	-5
Clc1ccccc1-c1nn2c(Cn3cnc4ccccc43)nnc2s1	1.7	2.7	1	9	2	7	-2.0	5	-0.2	4	-10
COc1cccc(-c2nc(N3CCCC3)c3ccccc3n2)c1O	0.4	0.5	-4	-1	0	-4	-1.8	8	-0.8	133	9
N#CCC(=O)Nc1ccc(C(=O)Nc2cccc(S(N)(=O)=O)c2)cc1	1.8	2.1	2	-12	2	-6	2.1	7	1.3	-4	10
CCOC(=O)C1CCCN(C2CC(=O)N(c3cccc(C(F)(F)F)c3)C2=O)C1 (stereo unspecified)	0.7	3.1	-1	1	0	4	0.9	2	0.0	47	6
Cc1ccc(S(=O)(=O)N2CCN(S(=O)(=O)N3CCCCCC3)CC2)cc1	-3.6	1.9	-6	-11	-1	-5	0.0	-1	3.1	-13	-7
C=CCn1c(NCc2ccc(OC)cc2O)nc2ccccc21	0.1	2.9	0	0	0	-4	-0.7	1	4.0	-3	-8
Cc1ccc(NC(=O)c2cc(S(=O)(=O)N(C)C)ccc2N2CCCC2)cc1S(=O)(=O)N(C)C	0.4	3.7	2	9	7	6	0.6	-1	3.2	9	-2
Cc1nn(CC#N)c(=O)n1-c1ccc(Cl)cc1	0.3	-2.5	-1	9	2	-1	0.5	-13	-0.6	6	-8
O=C(NCc1ccc2c(c1)OCO2)c1cc(=O)[nH]c2ccccc12	-1.8	-1.1	0	14	5	-4	1.5	1	0.2	-2	-1
O=C1CC(c2ccc(F)cc2)Cc2nc(NCC3CCCO3)ncc21 (stereo unspecified)	0.5	3.3	0	9	3	2	0.2	-7	2.1	-16	-2
CCn1cc(C2=NOC(C(=O)Nc3c(C)nn(Cc4ccc(F)cc4)c3C)C2)c(C)n1 (stereo unspecified)	0.3	2.7	1	22	-8	-1	.	4	.	.	0
Cc1ccc(S(=O)(=O)N2CCCCC2)cc1C(=O)NCCN1CCOCC1	-0.3	3.5	0	9	1	1	1.1	-8	3.2	-20	10
C/C(=N\NC(=O)CNC(=O)c1ccco1)c1ccc(Br)cc1	-0.1	-0.8	-2	-5	-5	6	3.4	10	1.5	209	-14
C=C(C)CN(CC)C(=O)CSc1nc(O)cc(=O)n1C1CCCC1	-1.0	5.2	3	22	7	-2	-0.2	-3	1.9	-6	-2
CCOC(=O)c1cc2c(nc1C)-c1cc(Cl)cc(Cl)c1OC2O (stereo unspecified)	0.1	3.6	-1	15	0	5	-1.1	-16	1.4	-15	-3
CCCNc1nc2c(c(=O)[nH]c(=O)n2C)n1Cc1ccc(F)cc1	-1.5	-0.2	1	6	-2	-8	-0.5	-7	3.4	-16	-5
CC1(C(=O)O)Cc2ccccc2C(=O)O1 (stereo unspecified)	0.8	2.8	-2	-9	6	1	-1.4	1	-0.6	6	-5
NC(=O)c1cc([N+](=O)[O-])ccc1NCCc1ccccc1	2.3	2.7	0	-14	4	-2	.	2	.	-20	3
CC(=O)N/C(=C\c1ccccc1)C(=O)OC(C)C(=O)Nc1ccccc1F (stereo unspecified)	-3.0	-0.1	0	-12	5	2	0.8	-4	1.3	-2	0
Cc1cc(N=Nc2ccc3ccccc3c2)ccc1O	-0.5	0.9	16	14	-4	16	0.9	1	0.7	-13	-1
O=C(CC12CC3CC(CC(C3)C1)C2)NCO	0.3	1.3	-2	14	2	0	1.4	2	1.6	-22	1
CCOC(=O)c1csc(COc2ccccc2Cl)n1	0.4	2.6	-3	10	4	-4	-2.2	-8	-0.1	-2	-2
O=C(COc1ccc(Cl)cc1)NCCCNC(=O)c1ccccn1	1.1	1.7	0	6	-2	-8	-0.5	0	3.2	565*	-2
CCOC(=O)c1c(C2CC2)csc1NC(=O)COC(=O)c1cnc(Cl)c(Cl)c1	-2.3	2.2	-5	-11	3	-7	-0.2	-12	2.1	-4	-12
COc1ccc(-c2ccc(SCC(=O)NCc3ccco3)nn2)cc1	-0.1	0.8	-3	-7	-5	1	0.0	-7	0.4	821	2
CCc1cccc(NC2c3ccccc3C(=O)N2c2ccc(C)cn2)c1 (stereo unspecified)	1.1	2.4	-5	23	1	11	-0.1	-7	0.5	-3	-10
